# Screening data (PubChem)
# M1 antag: blocks human M1 muscarinic receptor. P11229. CHO-K1 hM1, Fluo-8 calcium fluorescence, ACh EC80 antagonist. inhibition, % at 3 µM. actives 1.3% (n = 360,000);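 active means percent inhibition above its own plate's cutoff, namely the mean of that plate's compound wells plus 3 SD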;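 further: peak over basal fluorescence ratio during 140 s after agonist addition; 0% = ACh EC80 plus DMSO and 100% = DMSO alone without agonist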
# TAAR1 ag: agonists of human TAAR1; actives 0.99% (n = 360,000); CHO RD-HGA16 TAAR1, Fluo-8 calcium fluorescence; vehicle wells 0%, saturating PEA agonist 100%; Q96RJ0; activation, % at 3 µM; AID 624467;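 active means activation above the mean activation of all test compounds in the run plus 3 SD, cut at about 38% in these data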
# Target sequence (Q96RJ0 whole entry, looked up): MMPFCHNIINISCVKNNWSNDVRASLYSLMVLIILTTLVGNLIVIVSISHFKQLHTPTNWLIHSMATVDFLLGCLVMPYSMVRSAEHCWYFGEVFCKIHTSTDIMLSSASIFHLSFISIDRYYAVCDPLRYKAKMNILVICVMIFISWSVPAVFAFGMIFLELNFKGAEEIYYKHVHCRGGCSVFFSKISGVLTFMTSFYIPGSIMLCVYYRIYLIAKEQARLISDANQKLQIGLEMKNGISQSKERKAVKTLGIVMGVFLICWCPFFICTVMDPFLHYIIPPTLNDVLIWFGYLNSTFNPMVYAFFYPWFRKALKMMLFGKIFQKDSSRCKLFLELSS
#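 test system = CHO RD-HGA16 cells carrying human TAAR1 plus Gα16 | schedule = 17-24 h seeding, 75 min 37 °C dye, 30 min RT | compound dosing = 3 µM single concentration | control set = DMSO and PEA EC100 | replicates = n 1 | signal = Fluo-8 fluorescence, 5 s baseline then 140 s kinetic read | measure = percent activation vs PEA EC100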
# M1 ag: activates human CHRM1 receptor | activation, % at 3 µM | CHO-K1 hM1, Fluo-8 calcium fluorescence, agonist mode; 0% DMSO, 100% acetylcholine EC100 | P11229 | actives 0.33% (n = 360,000);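 active means activation above the run's mean compound activation plus 3 SD, cut at about 16% in these data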;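 further: peak over basal fluorescence ratio within a 140 s kinetic read after compound addition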
# CHRM1 PAM: human CHRM1 positive allosteric modulation. actives 0.088% (n = 360,000). activation, % at 3 µM. CHO-K1 hM1, Fluo-8 calcium fluorescence, ACh EC20; 0% = ACh EC20, 100% = maximal ACh. P11229; in the data active means activation above about 19%, passing the limit was not always enough
# V1aR counter: activates human V1a receptor in oxytocin agonist counter-screen | AID 2797 | activation, % at 3 µM | actives 0.25% (n = 320,000) | CHO-V1R cells, Fluo-8 calcium fluorescence, agonist mode; 0% DMSO, 100% 3 nM vasopressin | P37288;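 active means activation above the mean activation of all tested compounds plus 3 SD, per screening run, cut at about 20% in these data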;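 further: signal is peak over basal fluorescence ratio across a 100 second FLIPR read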
# OXTR potentiate: potentiators of human oxytocin receptor; actives 0.061% (n = 320,000); AID 2445; activation, % at 3 µM; CHO-OTR cells, Fluo-8 calcium fluorescence, potentiator mode; 0% = oxytocin EC15, 100% = EC100;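 active means activation above that plate's cutoff, the mean activation of tested compounds plus 3 SD, cut at about 6.6% in these data, passing the limit was not always enough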;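 further: 100% uses oxytocin at 75 nM as the full agonist control; some results filed as inactive read as strong as hits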
# Target sequence (P30559 whole entry, looked up): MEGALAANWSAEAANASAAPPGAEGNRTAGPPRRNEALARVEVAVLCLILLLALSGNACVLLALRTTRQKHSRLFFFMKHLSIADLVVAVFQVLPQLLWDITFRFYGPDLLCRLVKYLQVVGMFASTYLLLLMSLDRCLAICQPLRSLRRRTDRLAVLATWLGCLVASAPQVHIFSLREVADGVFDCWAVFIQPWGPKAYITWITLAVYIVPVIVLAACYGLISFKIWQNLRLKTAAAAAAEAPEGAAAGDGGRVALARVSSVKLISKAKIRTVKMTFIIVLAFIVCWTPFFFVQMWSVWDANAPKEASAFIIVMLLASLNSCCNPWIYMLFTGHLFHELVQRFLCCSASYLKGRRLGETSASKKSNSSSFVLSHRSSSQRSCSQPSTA
#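 Assay system: CHO cell line stably expressing human OTR. Reagent: EC15 oxytocin agonist. Dosing: single dose, 3.0 µM nominal final compound concentration. Timing: compound 6 min at room temperature before oxytocin, 100 s read. Signal: kinetic Fluo-8 calcium fluorescence. Controls: oxytocin EC15 low and EC100 high.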
# CHO parental Ca: signal in parental CHO cells, OX1R antagonist counter-screen. parental CHO-K1, ATP-induced calcium, Fluo-8 fluorescence. inhibition, % at 5.6 µM. actives 0.63% (n = 330,000). AID 463079;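 active means inhibition above that plate's mean sample inhibition plus 3 SD, cut at about 26% in these data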;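 further: 0% = ATP-challenged DMSO wells and 100% = DMSO wells without ATP; some compounds past the cut are filed as inactive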
#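 Assay system: untransfected parental CHO cell line. Also added: ATP agonist challenge. Dosing: one dose, 5.6 µM nominal. Measured by: Fluo-8 fluorescence. Read-out: % inhibition. Benchmarks: ATP wells versus no-ATP DMSO wells. Repeats: no replicates.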
# OXTR ag: agonists of human oxytocin receptor. P30559. CHO-OTR cells, Fluo-8 calcium fluorescence; normalized: DMSO 0%, oxytocin 100%. activation, % at 3 µM. actives 0.32% (n = 320,000). AID 2435;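 active means activation above the mean of all tested compounds plus 3 SD, cutoff set per screening run, cut at about 20% in these data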;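 further: peak over basal fluorescence ratio from a 100 s FLIPR kinetic read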
# TAAR1 antag: antagonists of human TAAR1; Q96RJ0; CHO RD-HGA16 TAAR1, Fluo-8 calcium fluorescence, antagonist; inhibition, % at 3 µM; actives 1.5% (n = 360,000);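 active means inhibition above a per-plate cutoff, the mean inhibition of test compounds on that plate plus 3 SD, cut at about 49% in these data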;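 further: 0% = DMSO plus EC80 beta-PEA response and 100% = DMSO alone without agonist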
#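 Test system – hTAAR1-expressing CHO RD-HGA16 cells, Gα16-coupled · Reagent – β-PEA at EC80 concentration, post-compound challenge · Compound dosing – 3 µM, single point · Timing – 140 s kinetic read after compound, 140 s after agonist · Detection – Fluo-8 intracellular calcium dye fluorescence, real-time kinetic reads · Control set – DMSO and EC80 PEA controls · Repeats – n of 1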
# Starred values were filed as active, the others as inactive; nt = no result given.
# Short forms: A = M1 antag; B = TAAR1 ag; C = M1 ag; D = CHRM1 PAM; E = V1aR counter; F = OXTR potentiate; G = CHO parental Ca; H = OXTR ag; I = TAAR1 antag
COc1ccc(/C=N/Nc2nc(-c3ccc(C)cc3)c(C#N)c(=O)[nH]2)cc1
  A: -21	B: 0	C: -2	D: 11	E: -0.3	F: -9	G: -8	H: -0.3	I: -6

Cc1cccc(NC(=O)COc2coc(CN3CCN(c4ccccc4)CC3)cc2=O)c1C
  A: -11	B: 12	C: 5	D: 5	E: 0.9	F: -12	G: 4	H: 1.4	I: -13

COc1ccc(C(=O)C=Cc2ccc3c(c2)OCO3)cc1OC
  A: -17	B: 3	C: -3	D: 6	E: nt	F: nt	G: nt	H: nt	I: -4

CC(=O)c1cc(C#N)c(SCc2ccc(F)cc2)nc1C
  A: -47	B: -2	C: -3	D: 4	E: -1.4	F: -13	G: -15	H: -2.0	I: 8

O=C(COC(=O)c1ccccc1Nc1ccccc1)Nc1ccccc1
  A: -8	B: 6	C: -6	D: -1	E: 0.6	F: -3	G: -8	H: 0.4	I: 3

COc1cc(OC)cc(C(=O)N[C@H](C(=O)Nc2nc3ccccc3[nH]2)C(C)C)c1
  A: -2	B: -2	C: -5	D: 15	E: nt	F: nt	G: nt	H: nt	I: 3

CCc1noc(C)c1C(=O)N(C)CC(=O)Nc1ccc(F)c(F)c1F
  A: 16	B: 6	C: -2	D: -6	E: -0.6	F: 0	G: -11	H: 0.3	I: -13

COc1ccccc1NC(=O)CN1CC(=O)Nc2ccccc21
  A: -8	B: 1	C: -4	D: 7	E: -0.2	F: -21	G: -5	H: -0.6	I: -30

CCC(N1CCOC1=O)S(=O)(=O)c1ccc(C)cc1 (configuration not stated)
  A: -11	B: 5	C: 0	D: -2	E: -0.2	F: 1	G: 1	H: 1.9	I: 7

CCOC(=O)c1c(C)[nH]c(C(=O)C(C)OC(=O)c2cnc(C)cn2)c1C (configuration not stated)
  A: 4	B: -1	C: 0	D: -2	E: 4.2	F: -10	G: -13	H: 6.1	I: 3

CCOC(=O)c1ccc(N2C(=O)CC(N3CCN(C/C=C/c4ccccc4)CC3)C2=O)cc1 (configuration not stated)
  A: 22	B: 10	C: -5	D: -13	E: nt	F: nt	G: nt	H: nt	I: 10

O=C(COC(=O)CNS(=O)(=O)c1ccc2ccccc2c1)Nc1ccc2c(c1)OCO2
  A: 2	B: 2	C: -7	D: 2	E: -0.3	F: -8	G: 12	H: -1.7	I: 20

COCCNC(=O)C1CCCN(C(=O)c2ccnc(Cl)c2)CC1 (configuration not stated)
  A: -13	B: 1	C: -1	D: 7	E: nt	F: nt	G: nt	H: nt	I: -3

C[C@H](CO)N1C[C@H](C)[C@@H](CN(C)S(=O)(=O)c2ccccc2)OCc2cn(nn2)CCCC1=O
  A: 24*	B: 2	C: -8	D: -13	E: nt	F: nt	G: nt	H: nt	I: -7

COc1ccc(-n2c(SCC(=O)N3CCCC(C)C3)nnc2-c2cccnc2)cc1 (configuration not stated)
  A: -22	B: 3	C: -6	D: 8	E: -0.4	F: 5	G: -5	H: -0.4	I: 3

# 4 entries out of the list, ordered by count of non-hydrogen atoms, smallest number first:
# Short forms: A = M1 antag; B = TAAR1 ag; C = M1 ag; D = CHRM1 PAM; E = V1aR counter; F = OXTR potentiate; G = CHO parental Ca; H = OXTR ag; I = TAAR1 antag
COCCNC(=O)C1CCCN(C(=O)c2ccnc(Cl)c2)CC1 (configuration not stated)
  A: -13	B: 1	C: -1	D: 7	E: nt	F: nt	G: nt	H: nt	I: -3

O=C(COC(=O)c1ccccc1Nc1ccccc1)Nc1ccccc1
  A: -8	B: 6	C: -6	D: -1	E: 0.6	F: -3	G: -8	H: 0.4	I: 3

O=C(COC(=O)CNS(=O)(=O)c1ccc2ccccc2c1)Nc1ccc2c(c1)OCO2
  A: 2	B: 2	C: -7	D: 2	E: -0.3	F: -8	G: 12	H: -1.7	I: 20

Cc1cccc(NC(=O)COc2coc(CN3CCN(c4ccccc4)CC3)cc2=O)c1C
  A: -11	B: 12	C: 5	D: 5	E: 0.9	F: -12	G: 4	H: 1.4	I: -13

# The results go on.
# Short forms: A = M1 antag; B = TAAR1 ag; C = M1 ag; D = CHRM1 PAM; E = V1aR counter; F = OXTR potentiate; G = CHO parental Ca; H = OXTR ag; I = TAAR1 antag
COc1ccc(N(C=O)C(C(=O)Nc2c(C)cccc2C)c2ccccc2)cc1 (configuration not stated)
  A: -19	B: 0	C: -3	D: 6	E: -2.0	F: -6	G: -21	H: -1.9	I: -12

O=[N+]([O-])c1ccccc1NC1CCN(Cc2ccccc2)CC1
  A: 47*	B: 3	C: -9	D: -25	E: -1.7	F: -6	G: -29	H: -2.4	I: -51

CCCCNCc1cc(OCC)c(OCC(N)=O)cc1Br
  A: -9	B: 2	C: -10	D: 8	E: -0.2	F: 0	G: -14	H: 0.2	I: 4

COc1ccc(NC(=O)/C(C#N)=C\C=C\c2ccco2)cc1
  A: 9	B: -1	C: -3	D: -4	E: -1.0	F: -7	G: 3	H: -2.6	I: -12

CC(C)=C1C2CCC1C(C(=O)NCc1ccccc1)C2C(=O)O (configuration not stated)
  A: 0	B: 12	C: -4	D: 8	E: -1.1	F: -12	G: -24	H: 0.1	I: 13

O=C(COc1ccc2ccc(=O)oc2c1)Nc1ccc(N2CCCCC2)cc1
  A: 0	B: 5	C: -8	D: 3	E: 0.4	F: -5	G: -7	H: 0.1	I: -18

COc1ccccc1-c1nc(C#N)c(N2CCN(c3cccc(Cl)c3)CC2)o1
  A: 5	B: nt	C: -2	D: -1	E: 1.4	F: 7	G: -15	H: 1.0	I: nt

CC(C(=O)NCC1CCCO1)n1cc([N+](=O)[O-])cn1 (configuration not stated)
  A: -13	B: 1	C: 0	D: 13	E: 0.7	F: -20	G: 6	H: 0.3	I: -37

CCOC(=O)C1C(c2ccccc2)NC(=S)NC1(C)O (configuration not stated)
  A: 10	B: 0	C: -3	D: -1	E: -0.3	F: -15	G: -3	H: 0.0	I: -10

Cc1onc(-c2ccccc2)c1C(=O)N/N=C/c1cc2c(cc1Cl)OCO2
  A: -6	B: 7	C: 0	D: -1	E: 3.4	F: -2	G: -12	H: 0.4	I: 1

O=C(COC(=O)Cc1cn2ccsc2n1)NCc1ccc2c(c1)OCO2
  A: -8	B: 7	C: -5	D: 4	E: -0.8	F: -13	G: -2	H: -0.6	I: 1

COc1ccc(CCNC(=O)CCOc2cc(C)ccc2C)cc1OC
  A: -8	B: 3	C: 2	D: 10	E: nt	F: nt	G: nt	H: nt	I: -16

CC(=O)c1cccc(OCC(O)CN2CCN(C(=O)c3ccco3)CC2)c1 (configuration not stated)
  A: -12	B: 6	C: -11	D: 10	E: 0.6	F: -6	G: 1	H: 0.6	I: 2

Cn1c(CN2CCCCC2)nc2cc(NC(=O)c3ccc(F)cc3)ccc21
  A: -1	B: 4	C: -6	D: 2	E: -0.3	F: -1	G: -7	H: 0.3	I: 12

Nc1c(CO)nnn1-c1ccccc1
  A: 4	B: -1	C: -3	D: -4	E: -0.2	F: -2	G: -6	H: 1.2	I: -3

# Taken from above:
# Value of CC(=O)c1cc(C#N)c(SCc2ccc(F)cc2)nc1C in M1 antag: -47
# Value of CCc1noc(C)c1C(=O)N(C)CC(=O)Nc1ccc(F)c(F)c1F in CHRM1 PAM: -6
# Value of COc1ccc(C(=O)C=Cc2ccc3c(c2)OCO3)cc1OC in M1 ag: -3
# Value of COc1ccc(/C=N/Nc2nc(-c3ccc(C)cc3)c(C#N)c(=O)[nH]2)cc1 in OXTR ag: -0.3

# The list goes on:
# Short forms: A = M1 antag; B = TAAR1 ag; C = M1 ag; D = CHRM1 PAM; E = V1aR counter; F = OXTR potentiate; G = CHO parental Ca; H = OXTR ag; I = TAAR1 antag
Cc1c(OC(C)C(=O)N[C@@H](Cc2ccccc2)C(=O)O)ccc2c3c(c(=O)oc12)CCCC3 (some centres not stated)
  A: -15	B: 1	C: -2	D: 7	E: 2.1	F: -4	G: 8	H: -0.5	I: -8

O=C(Cc1ccc([N+](=O)[O-])cc1)c1ccccc1
  A: 8	B: -1	C: -6	D: -7	E: nt	F: nt	G: nt	H: nt	I: 11

O=c1nc2n(c3sc4c(c13)CCCC4)C(CBr)CS2 (configuration not stated)
  A: -31	B: 6	C: -6	D: 0	E: -0.2	F: -10	G: -18	H: -1.6	I: -13

CCC1CCCCN1C(=O)CCS(=O)(=O)c1ccc2c(c1)CCN2C(C)=O (configuration not stated)
  A: -5	B: 6	C: -1	D: 4	E: 2.1	F: -10	G: -27	H: 1.4	I: -4

CCn1nnc(-c2ccccc2NS(=O)(=O)c2ccc(S(=O)(=O)N3CCCCCC3)cc2)n1
  A: -15	B: 15	C: -4	D: 2	E: 2.1	F: 0	G: -19	H: 1.6	I: -1

O=C(CCCCn1c(=O)[nH]c2ccsc2c1=O)NCCc1ccccc1
  A: -12	B: 26	C: -2	D: 4	E: 1.8	F: 1	G: -7	H: 0.5	I: -13

CC(C)N(C(=O)CN1CCN(S(=O)(=O)c2ccc(Br)s2)CC1)C(C)C
  A: -7	B: 0	C: -4	D: 6	E: 0.2	F: -6	G: -19	H: -0.9	I: -13

CSc1nc2ccc(S(=O)(=O)N(C)C)cc2s1
  A: -9	B: 21	C: -6	D: 10	E: 0.0	F: -2	G: -5	H: -0.3	I: 1

Cc1ccc(C(=O)N/N=C2\CCCc3ccccc32)c(C)c1
  A: -4	B: 16	C: -3	D: 7	E: 0.0	F: 1	G: -12	H: -0.7	I: -1

CN(C)c1c(F)cc(C(=O)NCc2ccccc2)cc1F
  A: -1	B: 2	C: -3	D: 4	E: 0.0	F: 13	G: -10	H: -3.2	I: -24

O=C1c2cc([N+](=O)[O-])ccc2-c2cc(Cl)c(NC(=O)C(F)(F)F)cc21
  A: -4	B: 2	C: -1	D: 1	E: nt	F: nt	G: nt	H: nt	I: -4

N#CCC(=O)Nc1ccc(C(=O)OCC(=O)NCCCc2ccccc2)cc1
  A: -23	B: 1	C: -1	D: 15	E: 1.7	F: -13	G: 16	H: -0.7	I: 10

COc1ccc(/C=C2\SC(=S)N(CCCC(=O)N3CCCCC3CCO)C2=O)cc1 (configuration not stated)
  A: -8	B: 7	C: 1	D: 10	E: 3.3	F: -13	G: -19	H: 2.4	I: 47
